TSHR antagonist: blocks TSH signaling through the human TSH receptor; TSHR-expressing cells, TSH-stimulated cAMP HTRF, 2 h; active compounds read low; AID 504810; hit rate 0.2% among 330,000; P16473; activity change, negative = inhibition, % at 11.5 µM;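 active = activity change below a set negative limit, meaning inhibition stronger than a set level, cut at about -70% in these data; inconclusive = activity change between two set negative limits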; note: % is set by controls: 0 for no effect and ±100 for the full control effect
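Freshly harvested TSHR cells receive pin-tooled compound, then EC80 TSH at 4nM final. After 2 hours at 37 deg C, antibody in lysis buffer and cAMP-d2 are added; 30 minutes at ambient temperature precede the HTRF read.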
TCR act: activators of T cell receptors; 330,000 tested, under 10 active; AID 504894; Potency, µM (series often up to 9.22 µM), for the others: at the highest dose activation of IL-2 secretion, most hits filed as activators; primary human leukocytes, anti-CD3, IL-2 HTRF, 48 h; note: % of control where 0% means no effect
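IL-2 produced over 48 hr by a-CD3 bead-stimulated primary human leukocytes exposed to compounds was detected with a homogeneous time-resolved FRET immunoassay, 665nm acceptor signal after 320nm excitation.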
CXXC DNA block: MLL CXXC-DNA interaction inhibition; Q03164; MLL-CXXC / FITC-HOXA9 DNA fluorescence polarization; Potency, µM (doses to about 115 µM), inactives show at the highest dose activity change, negative = inhibition, actives largely listed as inhibitors; hit rate 0.037% among 290,000; AID 2662; active = well fitted inhibition curve with a large enough effect in the polarisation, with a control signal flat, not every such curve was filed as active; inconclusive = small, poorly fitted or top-dose-only effect, or effect the other way, or a change in a side signal; inactive = no such curve, though single readings can be large or run the other way; the % refers to the polarisation; note: potency is the fitted concentration of half-maximal effect
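Purified MLL-CXXC (added from a 7 uM solution) was preincubated 5 min at ambient with pinned compounds in 50 mM Tris-HCl pH 7.5, 50 mM NaCl, 1 mM DTT, 0.05% BSA. Fluorescein-labeled HOX-A9 DNA (50 nM solution) followed, 30 min, then polarization read.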
Integrin act MD: integrin-mediated muscular dystrophy alleviation activation | alpha7betagal myoblasts, beta-gal FDG fluorescence, 48 h | hit rate 0.064% among 350,000 | Potency, µM (highest dose often 38.3 µM), for the others: top-dose activation, usual class: activators;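 note: potency is the fitted concentration of half-maximal effect; 100% = response of the positive control SU9516; nearly all actives have a fitted effect of over 60% in size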
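alpha7betagal+/- myoblasts (passage 13, 250/well) treated 48 h at 37C with compounds at 1:260 dilution of DMSO stock. Lysed, then beta-galactosidase activity read as FDG fluorescence (ex 480/em 540) after 30 min, with pre-read for autofluorescence.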
TSG101-PTAP inh: blocks PTAP/TSG101 interaction to inhibit HIV-1 budding; Q99816; Fluorescence polarization, FITC-PTAP peptide / Tsg101 binding; Potency, µM (series often up to 115 µM), for inactives: at the highest dose activity change, negative = inhibition, usual class: inhibitors; 340,000 tested, under 10 active; active = well fitted inhibition curve with a large enough effect in the main read-out, with a control signal flat, not every such curve was filed as active; inconclusive = small, poorly fitted or top-dose-only effect, or effect the other way, or a change in a side signal; inactive = no such curve, though single readings can be large or run the other way; note: potency is the fitted concentration of half-maximal effect; % of control where 0% means no effect
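Tsg101 binding domain (10 uM final) was mixed with compound and a FITC-labeled PTAP peptide (50 nM final) in HEPES pH 7.5 buffer with NaCl, Tween 20, EDTA and TCEP; fluorescence polarization was read after 20 min at r.t.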
MBNL1 CUG block: blocks human MBNL1 binding to CUG repeat RNA; Q9NR56; TR-FRET MBNL1-His/biotin-(CUG)12 binding, 665/545 ratio; Potency, µM (top dose mostly 57.5 µM), without a hit: top-dose activity change, negative = inhibition, actives largely listed as inhibitors; hit rate 0.036% among 280,000; AID 2675; active = well fitted inhibition curve with a large enough effect in the signal ratio, with a control signal flat, not every such curve was filed as active; inconclusive = small, poorly fitted or top-dose-only effect, or effect the other way, or a change in a side signal; inactive = no such curve, though single readings can be large or run the other way; the % refers to the signal ratio; note: potency is the fitted concentration of half-maximal effect; % is set by controls: 0 for no effect and ±100 for the full control effect
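MBNL1-His + Biotin-(CUG)12, cpd titration 92 nM–58 uM; Tb anti-His Ab 0.055 ng/ul, SA-XL665 5 nM (final); 60 min RT; ratiometric 665/545 nm, Ex 340 nm; normalized to buffer and full-complex controls.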
Mito fusion yeast: inhibitors of mitochondrial division or activators of mitochondrial fusion | S. cerevisiae fusion-defective mutant growth rescue, CellTiterGlo 48 h | Potency, µM (highest dose often 46.1 µM), inactives show at the highest dose growth rescue (activation), actives largely listed as activators | hit rate 0.23% among 320,000 | AID 485298;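 note: potency is the fitted concentration of half-maximal effect; % of control where 0% means no effect; nearly all actives have a fitted effect of over 45% in size; temperature-sensitive fusion mutants such as fzo1-1 at 37 °C on non-fermentable ethanol glycerol medium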
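Temperature-sensitive fusion-defective S. cerevisiae (e.g. fzo1-1, mgm1-5) were grown with compound in YPEG medium (3% ethanol, 3% glycerol) for 48 hours at 37C. Growth rescue was measured as viability by CellTiterGlo luminescence after 10 minutes at ambient.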
A-T KAP1 phos: candidate therapy for ataxia-telangiectasia. hit rate 0.19% among 320,000. Potency, µM (top dose mostly 57.5 µM), for the others: top-dose activation, usual class: activators. […] A-T fibroblasts, KAP-1 phosphorylation AlphaLISA; neocarzinostatin DNA damage 30 min before lysis; note: potency is the fitted concentration of half-maximal effect; % of control where 0% means no effect; nearly all actives have a fitted effect of over 45% in size
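ATM-like activity read as KAP-1 phosphorylation via AlphaLISA donor/acceptor antibody pairs after lysis and 6 hr at 25C. Cells were ATM-null patient fibroblasts ([…], hTERT), dosed 60 min, then exposed to the DSB inducer NCS for 30 min.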
S-ASM inh: inhibitors of human secretory acid sphingomyelinase; placental ASM, HMU-PC fluorogenic substrate, 60 min; Potency, µM (top dose mostly 57.5 µM), for the others: top-dose activity change, negative = inhibition, hits mostly inhibitors; hit rate 0.006% among 340,000; AID 504937; note: potency is the fitted concentration of half-maximal effect
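HMU-PC0 cleavage (9 uM final) by human placental ASM, 60 min at 37 °C following 10 min compound exposure at RT; stopped at pH 10, fluorescence Ex 386/Em 447 nm.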
Menin MLL FP TR: menin-MLL binding inhibition, Texas Red mutant peptide | Menin + Texas Red MLL mutant peptide, fluorescence polarization | O00255 | Potency, µM (series often up to 61.6 µM), without a hit: at the highest dose FP activity change, negative = inhibition, most hits filed as inhibitors | hit rate 0.23% among 270,000 | AID 1768; active = well fitted inhibition curve with a large enough effect in the polarisation, with a control signal flat, not every such curve was filed as active; inconclusive = small, poorly fitted or top-dose-only effect, or effect the other way, or a change in a side signal; inactive = no such curve, though single readings can be large or run the other way; the % refers to the polarisation; note: potency is the fitted concentration of half-maximal effect; % of control where 0% means no effect; many of its hits are not listed in these tables
The depositor's hits bear a star; ? = inconclusive; · = not tested or not shown; [ ] = another dose, or the depositor's remark. Unless noted, calls come from the whole dose curve; as a rule, active = well fitted curve in the direction sought with a large enough effect; inconclusive = small, poorly fitted or top-dose-only effect, or another doubt; inactive = no such curve, though single readings can be large; an effect the other way counts as inactive or inconclusive. Not all compounds are listed; rates above refer to the full screens.

SMILES	TSHR antagonist	TCR act	CXXC DNA block	Integrin act MD	TSG101-PTAP inh	MBNL1 CUG block	Mito fusion yeast	A-T KAP1 phos	S-ASM inh	Menin MLL FP TR
COc1cccc(CNC(=O)CCCCCNC(=O)N2CCn3c2nc2ccccc23)c1	1	7%	-1%	-22%	0%	-8%	-12%	6%	-2%	-21%
[O-][N+]1=C(c2cccs2)CN(O)C1	-6	-1%	-3%	4%	-5%	4%	1%	6%	5%	-14%
Cc1ccc(NC(=O)CSc2n[nH]c(N)n2)cc1S(=O)(=O)N1CCOCC1	-2	8%	-7%	-1%	-1%	-8%	0%	2%	0%	·
CS(=O)(=O)N(CC(=O)NCCSc1ccccn1)c1ccc(F)cc1	-9	-11%	5%	4%	0%	-19%	-2%	-2%	-2%	11%
Cc1ccc(OCCN2C(=O)CSC2=O)cc1	12	-1%	12%	-39%	-2%	6%	-5%	-1%	-1%	14%
COc1ccccc1-n1c(SCC(=O)NC2CC2)nc2ccccc2c1=O	2	-1%	·	7%	-10%	·	-1%	0%	-1%	·
COc1ccc(NC(=S)N(CCN2CCOCC2)Cc2cc3cc4c(cc3[nH]c2=O)OCCO4)cc1	-10	8%	0%	-12%	-6%	10%	-2%	-2%	7%	-1%
O=C(CNS(=O)(=O)c1ccccc1)OCC(=O)c1ccccc1Cl	6	-4%	?	-12%	0%	5%	-1%	-3%	4%	-7%
Cc1cc(/C=C2/C(=N)N3C(=NC2=O)SN=C3S(C)(=O)=O)c(C)n1-c1ccc(F)cc1	-20	5%	3%	?	-6%	14%	2%	1%	40%[activator]	18%
Cc1c(Nc2nc3ccccc3n3cnnc23)cccc1[N+](=O)[O-]	10	14%	0%	0%	-4%	-4%	1%	-7%	0%	27%
COc1ccc(S(=O)(=O)N[C@@H](Cc2ccccc2)C(=O)N2CC[C@@]3(O)CCCC[C@H]3C2)cc1	2	-1%	-2%	9%	-2%	8%	1%	5%	3%	-15%
Cn1c(SCC(=O)Nc2nccs2)nnc1C12CC3CC(CC(C3)C1)C2	-6	2%	4%	-17%	-7%	-8%	3%	7%	3%	9%
COc1ccc(Cl)cc1NC(=O)CN(C)C(=O)c1ccc2c(c1)CC(c1ccccc1)OC2=O (stereo not drawn)	-16	3%	·	-1%	-4%	·	12%	-8%	-8%	·
CCN(CCCNC(=O)CCNC(=O)Cn1ccc2ccccc2c1=O)c1ccccc1	8	5%	28%	1%	-1%	0%	-3%	-8%	-3%	-20%
COc1ccccc1Cn1nnc2c(=O)[nH]c(C3CCN(C(=O)c4ccccc4Cl)CC3)nc21	6	-2%	5%	10%	-6%	-12%	-1%	6%	3%	-2%
COc1cccc(-c2nnc(NC(=O)c3ccc(S(=O)(=O)N4CCOCC4)cc3)o2)c1	-16	9%	-10%	-45%[inhibitor]	-7%	-9%	3%	-3%	1%	?
Cc1ccc(S(=O)(=O)N2CCN(Cc3nc4ccccc4[nH]3)CC2)cc1C	9	2%	-11%	-9%	-6%	1%	1%	·	-1%	-5%
COc1cccc(C(C)NC(=S)NCc2ccc(F)cc2)c1 (stereo not drawn)	9	-7%	-21%	-16%	1%	-14%	-4%	14%	3%	49%[activator]
CCn1c(SC)nc2cc(S(=O)(=O)N3CCCCC3)ccc21	19	-9%	·	25%	0%	·	10%	-4%	-2%	·
CCOC(=O)CC1=C(C(=O)OCC)C(c2ccc(C)o2)C(C#N)=C(N)O1 (stereo not drawn)	0	2%	0%	0%	-15%	18%	-6%	-2%	0%	-10%
O=C(c1ccccc1)C(CCc1ccccn1)CCc1ccccn1	·	-3%	·	27%	-2%	·	·	·	4%	·
COc1ccc([N+](=O)[O-])cc1NC(=O)CSCc1ccccc1	-12	3%[46.1 µM]	-4%	8%	9%	?	8%	-3%	-4%	23%
O=C(NCCc1c[nH]c2ccccc12)C1CCN(Cc2ccc(Br)cc2)CC1	-10	-3%	9%	-33%	-5%	5%	-10%	-9%	-1%	-3%
COc1cc(/C=C2/N=C(c3ccccc3F)OC2=O)cc(Cl)c1OS(C)(=O)=O	20	-5%	21%	-25%[7.66 µM]	-6%	5%	-3%	2%	2%	5%
CCNc1ncnc2c1cnn2C	8	-20%	2%	11%	0%	-4%	-2%	-2%	6%	0%
SMILES	TSHR antagonist	TCR act	CXXC DNA block	Integrin act MD	TSG101-PTAP inh	MBNL1 CUG block	Mito fusion yeast	A-T KAP1 phos	S-ASM inh	Menin MLL FP TR
CC(Nc1ccc(Cl)c(Cl)c1)C(=O)NN (stereo not drawn)	-1	-2%	-1%	11%	2%	1%	0%	-4%	2%	·
Cc1cccc(-c2cc(C(=O)NCCCn3ccnc3)c3ccccc3n2)c1	8	·	-2%	·	·	15%	-2%	1%	·	-10%
O=C(CN(Cc1ccccc1)C(=O)CCC(=O)Nc1ccccn1)NCc1ccco1	11	1%	0%	-3%	1%	7%	0%	7%	-5%	0%
COC(=O)N/N=C/c1ccc([N+](=O)[O-])o1	-11	-1%[46.1 µM]	-5%	-44%	-6%	?	6%	-4%	-3%	0%
CCOC(=O)COc1cccc2c(=O)n(CC(=O)N3CCc4ccccc43)ccc12	3	-164%	28%	8%	-5%	-3%	3%	0%	-3%	?
O=C(Oc1cccc(C(=S)N2CCOCC2)c1)c1cc([N+](=O)[O-])cc([N+](=O)[O-])c1	1	15%	13%	2%	-5%	?	6%	2%	-3%	27%
CC1CCCCC12NC(=O)N(CC(=O)OCc1c(F)cccc1Cl)C2=O (stereo not drawn)	50	1%	·	28%	0%	·	·	-2%	2%	·
CCOc1ccc(-c2ccc(/C=C3/C(=N)N4C(C)=CSC4=NC3=O)o2)c([N+](=O)[O-])c1	-19	-2%[46.1 µM]	-6%	-35%	3%	31%[activator]	2%	-2%	-13%	?
COc1ccccc1CNC(=O)CSc1nnc2c(Cl)cc(C(F)(F)F)cn12	19	5%[46.1 µM]	6%	-9%	-2%	4%	-2%	-7%	1%	6%
CN(C(=O)COC(=O)c1ccccc1SCC(=O)NC1CCCCCCC1)C1CCS(=O)(=O)C1 (stereo not drawn)	11	2%[46.1 µM]	10%	-19%	-8%	0%	-2%	4%	0%	-1%
Cn1c(=S)ccc2ccccc21	14	3%	6%	2%	0%	24%	-15%	-1%	12%	0%
CSc1ccccc1C(=O)NCCOc1cccc(C)c1	5	8%	7%	5%	-4%	-7%	-2%	3%	0%	-13%
CCCS(=O)(=O)c1c(S(=O)(=O)CCC)c2ccc(C(N)=O)cn2c1C(=O)OC	0	-4%	-5%	-5%	3%	11%	0%	5%	0%	-3%
CC1CCc2c(sc3nc(CN4CCOCC4)nc(Sc4ccccc4)c23)C1 (stereo not drawn)	-6	5%[46.1 µM]	10%	-2%	-2%	11%	7%	3%	-10%	-16%
COc1ccc(Cl)cc1NC(=S)N(CCN1CCOCC1)C1CCN(C(C)=O)CC1	5	1%	-1%	19%	-1%	-12%	-21%	-2%	-1%	4%
COc1nc(N/N=C/c2ccc(-c3cccc([N+](=O)[O-])c3)o2)nc(N2CCOCC2)n1	9	0%[46.1 µM]	23%	·	·	0%	-2%	-2%	·	6%
Nc1ccc(OCC(O)C[n+]2ccc(CCS(=O)(=O)[O-])cc2)cc1 (stereo not drawn)	1	-1%	9%	-6%	0%	0%	1%	-4%	5%	-16%
CCCCCCCCNS(=O)(=O)CCNCCCC	·	7%	·	-21%	-1%	·	·	·	-1%	·
CCC(=O)n1nc(-c2ccccc2)nc1NCc1ccccc1	1	7%	0%	-3%[7.66 µM]	1%	-6%	-5%	6%	-1%	4%
CC1CC(C)C[N+](=C2C=C(N3CCCC3)CC(C)(C)C2)C1 (stereo not drawn)	-22	-7%	-5%	?	-6%	0%	23%	-10%	0%	-1%
OCCN(Cc1ccccc1)Cc1ccc(C(F)(F)F)cc1	-14	-6%	-1%	-11%	-2%	-6%	4%	·	3%	-5%
COCCNC(=O)Cn1ccc2cc(S(=O)(=O)N3CCCCC3)ccc21	-15	-19%	3%	0%	-3%	29%	-10%	-1%	2%	15%
COc1ccc(N(CC(=O)Nc2ccc(Cc3ccncc3)cc2)S(=O)(=O)c2ccccc2)cc1	3	2%	9%	15%	-11%	3%	-2%	2%	1%	42%[activator]
CCN(CC)C(=O)c1sc(NC(=O)c2ccncc2)c(C(=O)OC)c1C	-15	5%[46.1 µM]	10%	-9%	-3%	-8%	-1%	1%	-1%	-4%

High-throughput results as filed in PubChem.
